Screens from PubChem BioAssay.
JNK3 inh: inhibitors of human JNK3 kinase | P53779 | purified JNK3 kinase activity, HTS | inhibition, % at 8 µM | 0.61% of 60,000 active; in the data active = inhibition above about 17%;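 also: 0% = DMSO and 100% = reference inhibitor; many of its hits are not listed in these tables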
Target sequence (P53779 whole entry, looked up): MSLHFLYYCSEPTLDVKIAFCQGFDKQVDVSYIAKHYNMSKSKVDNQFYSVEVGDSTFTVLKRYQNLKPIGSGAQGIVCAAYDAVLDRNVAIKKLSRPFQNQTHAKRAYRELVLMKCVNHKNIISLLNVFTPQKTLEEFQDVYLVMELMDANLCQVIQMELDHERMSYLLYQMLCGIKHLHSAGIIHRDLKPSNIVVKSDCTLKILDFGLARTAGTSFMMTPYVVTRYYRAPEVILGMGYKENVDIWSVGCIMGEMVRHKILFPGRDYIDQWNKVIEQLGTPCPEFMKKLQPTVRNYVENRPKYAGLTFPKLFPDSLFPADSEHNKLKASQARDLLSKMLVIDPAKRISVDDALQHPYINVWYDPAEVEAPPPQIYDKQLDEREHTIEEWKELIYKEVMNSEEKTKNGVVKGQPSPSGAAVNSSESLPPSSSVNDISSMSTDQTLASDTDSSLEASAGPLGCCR
MKP-1 inh: blocks human MKP-1 phosphatase activity; recombinant MKP-1, OMFP hydrolysis fluorescence; 0.15% of 65,000 active; P28562; inhibition, %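 (compounds tested at a single concentration somewhere between 10 and 100 µM)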;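 active = inhibition above about 50%, limit read from the data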;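 also: 0% = DMSO max control wells and 100% = wells with enzyme stopped by NaOH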
Hsp90 inh: displaces geldanamycin probe from tumor Hsp90; 0.35% of 64,000 active; NCI-N417 lysate Hsp90, Cy3B-geldanamycin FP displacement; inhibition, % at 30 µM; P07900; AID 429;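 active = inhibition above 50%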;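 also: 0% = tracer plus lysate wells and 100% = tracer alone without lysate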
Cdc25B inh: inhibitors of human Cdc25B phosphatase; P30305; recombinant Cdc25B, OMFP fluorescence Ex485/Em525; inhibition, %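 (compounds tested at 10 µM final in the well)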; 0.1% of 65,000 active; in the data active = inhibition above about 50%
Target sequence (P30305 whole entry, looked up): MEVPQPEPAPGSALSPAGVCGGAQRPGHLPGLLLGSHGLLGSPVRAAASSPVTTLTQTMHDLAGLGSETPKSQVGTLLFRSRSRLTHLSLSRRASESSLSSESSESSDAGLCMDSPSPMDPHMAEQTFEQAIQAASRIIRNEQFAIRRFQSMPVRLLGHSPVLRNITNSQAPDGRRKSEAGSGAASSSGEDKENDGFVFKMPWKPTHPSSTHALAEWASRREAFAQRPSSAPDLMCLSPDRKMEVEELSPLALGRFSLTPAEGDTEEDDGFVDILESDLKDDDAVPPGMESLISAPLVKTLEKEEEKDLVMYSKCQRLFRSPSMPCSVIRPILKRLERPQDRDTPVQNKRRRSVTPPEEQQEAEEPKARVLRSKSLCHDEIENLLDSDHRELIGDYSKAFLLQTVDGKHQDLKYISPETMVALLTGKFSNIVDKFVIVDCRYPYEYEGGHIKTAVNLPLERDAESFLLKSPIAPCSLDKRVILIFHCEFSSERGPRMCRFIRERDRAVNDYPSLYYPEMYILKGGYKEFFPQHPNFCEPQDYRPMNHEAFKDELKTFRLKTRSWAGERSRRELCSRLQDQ
AP complement: alternative pathway complement inhibition, orthogonal assay | inhibition, % at 5 µM | 0.08% of 62,000 active | Human serum alternative complement pathway, LPS-coated ELISA, C3 deposition; tested in compound mixtures;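 active = inhibition above 30% in each of the two pooled mixtures holding the compound, so the lower value exceeds 30%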;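 also: 0% = serum in Mg-EGTA without compound and 100% = EDTA serum blank; some compounds past the cut are filed as inactive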
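Test system – human serum alternative complement pathway, C3 deposition on LPS-coated wells · Buffer or medium – diluted human serum in Mg2+-EGTA GVB++ · Compound dosing – 5 µM each compound, pools of ten, 50 µM per pool · Schedule – 1 h serum-compound exposure at 37 °C · Measured by – Anti-C3 ELISA, OD 450 nm · Read-out basis – percent inhibition of C3 deposition onto LPS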
Abs 340nm: compound absorbs light at 340 nm | compound absorbance at 340 nm, fold over control | fold change at 10 µM | 65,000 tested, under 10 active;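 active = at 10 µM dose, initial 340 nm absorbance at least 2 fold that of control wells; inactive = change under 2 fold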;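 also: initial absorbance extrapolated from kinetic A340 decline of NADH oxidation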
FXIa inh mix: factor XIa (human) inhibition, mixture screen. P03951. purified FXIa, fluorogenic substrate, pooled mixtures. inhibition, % at 5 µM. 0.19% of 62,000 active;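 also: each value is inhibition by a whole ten-compound pool holding the compound; 0% = enzyme with no mixture and 100% = wells lacking enzyme; strong numbers were not always called active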
FXIIa mix inh: factor XIIa (human) inhibition, mixture screen; P00748; purified FXIIa, fluorogenic substrate, pooled mixtures; inhibition, % at 5 µM; 0.2% of 62,000 active; AID 684;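 also: 0% = enzyme without compound and 100% = no enzyme blank; some results filed as inactive read as strong as hits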
MMP-13 inhibitor: inhibitors of human MMP13; P45452; 0.07% of 65,000 active; AID 570; inhibition, % at 4 µM; MMP-13 fTHP FRET cleavage, Mca fluorescence;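 active = inhibition above the mean of compound-free control plate wells plus 3 SD, cut at about 14% in these data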;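 also: 0% = DMSO wells and 100% = wells with reference MMP-13 inhibitor after basal subtraction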
Starred values were filed as active, the others as inactive; . = no result given; [ ] = remark or other dose. Rule as the data show it, unless noted: active = inhibition above about 20% (passing the limit was not always enough); inactive = the rest.

SMILES | JNK3 inh | MKP-1 inh | Hsp90 inh | Cdc25B inh | AP complement | Abs 340nm | FXIa inh mix | FXIIa mix inh | MMP-13 inhibitor
CCOC(=O)CSc1cc(=O)n(C)c2cc(Cl)ccc12 | -20 | 9 | -1 | -16 | 18 | 1 | 0 | 1 | -3
COc1cc2[nH]c(=O)n(CCC(=O)NC3CCN(Cc4ccccc4)CC3)c(=O)c2cc1OC | . | . | . | . | 15 | 1.1 | 10 | 0 | -1
CS(=O)(=O)N1CCCC(C(=O)NC2CCCCCCC2)C1 (stereo not given) | -6 | -6 | -4 | -2 | -7 | 1 | 0 | 6 | 1
O=S(=O)(c1cc(Cl)ccc1Cl)N1CCN(Cc2ccc3c(c2)OCO3)CC1 | -1 | -1 | -1 | -1 | 18 | 1 | 10 | 16 | 2
O=C(CCSc1ccc(Cl)cc1)N1CCN(c2ncccn2)CC1 | -6 | 5 | 3 | -9 | 3 | 1 | 7 | 2 | 0
C=C(C)COc1ccc(-c2nc(N)ncc2Oc2ccccc2OCC)c(O)c1 | -3 | 11 | 0 | -7 | 6 | 1.1 | 2 | 1 | -7
Cc1c(/C(O)=C2\C(=O)C(=O)N(CCN(C)C)C2c2cccnc2)cnn1-c1ccccc1 (stereo not given) | 3 | -22 | -3 | 20 | . | 1.1 | . | . | 1
O=C(O)[C@@H]1CCCN1c1ncnc2sc3c(c12)CCC3 | 2 | -10 | -3 | 1 | -5 | 0.99 | 0 | 1 | -3
CCCn1c(=O)c(Cc2ccccc2)c(O)c2ccccc21 | 1 | -12 | 2 | 11 | -5 | 1 | 6 | 3 | -34
COc1cccc(Oc2cn[nH]c2-c2ccc(OC)cc2O)c1 | 5 | 26 | -2 | -4 | 10 | 1 | 5 | 14 | -2
O=C1C2C3CCCC3=C3CCCC3C2C(=O)N1c1ccc(Cl)cc1 (stereo not given) | -3 | 0 | -13 | -2 | 21 | 1 | 30 | 3 | 6
Cc1nnc(SCC(=O)N2CCN(S(=O)(=O)c3ccc(Cl)cc3)CC2)n(N)c1=O | -4 | 22 | -1 | -6 | 20 | 0.99 | 8 | 0 | 3
CC(=O)NCCc1ccc(S(=O)(=O)N2CCCC2)cc1 | 5 | 2 | -3 | -4 | -1 | 1 | 16 | -4 | -1
Nc1nc(SCCOc2ccccc2)n[nH]1 | 2 | 8 | -2 | -2 | -4 | 0.98 | -3 | 10 | -3
Cc1ccc(/C(O)=C2/C(=O)C(=O)N(Cc3cccnc3)C2c2ccccn2)cc1 (stereo not given) | -2 | 8 | -2 | -9 | 6 | 1.1 | -10 | 5 | 6
COc1ccc(N2CCN(C(=O)CSc3ncccc3-c3nc4ccccc4[nH]3)CC2)cc1 | 1 | 7 | -22 | -5 | 19 | 1 | 3 | 1 | -17
c1ccc(-c2noc(-c3cccnc3)n2)cc1 | . | 3 | . | -12 | 9 | 1 | 11 | 6 | .
O=C(CCNS(=O)(=O)c1ccc(Br)s1)N1CCCCC1 | -1 | 0 | -2 | 0 | -3 | 0.99 | 0 | 8 | 2
O=C(COC(=O)c1ccccn1)Nc1c(Cl)cccc1Cl | 0 | -1 | -8 | 23 | 10 | 1 | 7 | 0 | 1
CCOC(=O)c1c(C)[nH]c(C)c1C(=O)Cn1nnc(-c2ccccc2C)n1 | 3 | 22 | -6 | 6 | 4 | 1 | 6 | 11 | -10
CCCC(=O)C1=C(c2ccccc2)C(C#N)(C#N)C(C#N)=C1N | 4 | 4 | 11 | 9 | 4 | 1.1 | 6 | -18 | -4
Cc1cc(=O)oc2cc(OCC3CC(c4ccc(N(C)C)cc4)=NO3)ccc12 (stereo not given) | 1 | -27 | -3 | 7 | -3 | 1.1 | 9 | 7 | -2
Cc1c(C(=O)N2CCCCC2)sc(N)c1C#N | -1 | 5 | 2 | -6 | 14 | 1.1 | 9 | 4 | 4
CSc1nc(-c2ccccc2)ccc1C(N)=O | 4 | 4 | -5 | -2 | 11 | 1 | 4 | 1 | 3
COCC(C)n1c(C)cc(C(=O)Cn2c(=O)oc3ccccc32)c1C (stereo not given) | -3 | 0 | -2 | 0 | 11 | 1 | 9 | 0 | -1
CCS(=O)(=O)N1CCCC(C(=O)NC2CCCCC2)C1 (stereo not given) | 3 | 9 | -3 | -6 | 9 | 0.98 | 7 | 2 | -1
O=S(=O)(NCc1ccccc1)c1ccc(S(=O)(=O)N(Cc2ccccn2)Cc2ccco2)cc1 | 10 | 3 | 2 | 19 | 9 | 1 | 7 | 2 | 2
O=C(c1ccncc1)N1CCN(C(=O)c2ccncc2)CC1 | -5 | 5 | -1 | -3 | 6 | 0.98 | 5 | -8 | 1
COC(=O)NCC1(C)CC(NC(=O)OC)CC(C)(C)C1 (stereo not given) | 7 | 3 | -2 | -5 | -3 | 1 | 8 | 6 | -5
COc1ccccc1CC1(C)NC(=O)N(CC(=O)N2CC(C)OC(C)C2)C1=O (stereo not given) | . | 8 | . | -8 | 11 | 1 | -2 | 3 | -2
CCCCC(=O)Nc1ncc2c(n1)CC(C)(C)CC2=O | -1 | 2 | -3 | -6 | -1 | 1 | 3 | 5 | 8
Cc1nnc(SCc2ccccc2C#N)n1-c1ccccc1 | 3 | -3 | 2 | -6 | -15 | 1.1 | -2 | 6 | -1
Cc1ccccc1N1C(=O)[C@@H]2Cc3ccccc3CN2C1=O | 3 | -10 | -6 | -13 | 24 | 0.99 | 9 | -21 | -1
CC(OC(=O)CNC(=O)c1ccc2c(c1)OCO2)C(=O)NCCC1=CCCCC1 (stereo not given) | -2 | -3 | -1 | 0 | 16 | 1 | -3 | 3 | 3
COc1cc(OC)cc(-c2cc3nc(C)c(CCC(=O)O)c(C)n3n2)c1 | -6 | 6 | 0 | -6 | 25 | 1 | -2 | 0 | -21
CCO/C(C)=N/n1c2nc3ccccc3nc2c2c(=O)n(Cc3ccccc3Cl)c(C)nc21 | 1 | -20 | 1 | 6 | . | 1.1 | . | . | -2
CC(=O)Nc1ccc(S(=O)(=O)N(C)CC(=O)NC2=NCCS2)cc1 | 3 | 0 | -2 | -1 | 10 | 1 | 2 | -19 | 1
COC(=O)Cc1[nH]nc2c1C1(CCSCC1)C(C#N)=C(N)O2 | -5 | 1 | -2 | -6 | 11 | 1 | 8 | 6 | 4
CC(C(=O)NCC1CCCO1)n1cccc1C(=O)c1ccccc1 (stereo not given) | -1 | -3 | 1 | 6 | 3 | 1.1 | 12 | -4 | 4
CC(C)Cc1ccc(C(C)C(=O)N2CCOCC2)cc1 (stereo not given) | 6 | 3 | 2 | -9 | 5 | 1.1 | 6 | 2 | -4

Two compounds drawn at random from the list so far, as already listed:
SMILES | JNK3 inh | MKP-1 inh | Hsp90 inh | Cdc25B inh | AP complement | Abs 340nm | FXIa inh mix | FXIIa mix inh | MMP-13 inhibitor
CCO/C(C)=N/n1c2nc3ccccc3nc2c2c(=O)n(Cc3ccccc3Cl)c(C)nc21 | 1 | -20 | 1 | 6 | . | 1.1 | . | . | -2
Cc1nnc(SCc2ccccc2C#N)n1-c1ccccc1 | 3 | -3 | 2 | -6 | -15 | 1.1 | -2 | 6 | -1

(listing goes on)
SMILES | JNK3 inh | MKP-1 inh | Hsp90 inh | Cdc25B inh | AP complement | Abs 340nm | FXIa inh mix | FXIIa mix inh | MMP-13 inhibitor
COc1ccc(S(=O)(=O)N2CC(C)N(S(=O)(=O)c3ccc(OC)cc3)CC2C)cc1 (stereo not given) | 2 | 11 | -3 | -10 | 15 | 1 | -1 | 12 | 5
COC(=O)c1ccccc1NC(=O)COC(=O)c1cccnc1 | -2 | -3 | -2 | 4 | -30 | 1 | 3 | 4 | 3
C=CCN(CC=C)CC(O)Cn1c2ccccc2c2ccccc21 (stereo not given) | . | -8 | -1 | 2 | . | 1 | . | . | .
O=C(NCc1ccc(Cl)cc1)c1noc2c1CCCCC2 | 2 | -1 | -2 | -2 | -4 | 0.99 | 3 | -3 | -11
CCOC(=O)C1CCCN(Cc2c(Cl)cccc2Cl)C1 (stereo not given) | -10 | 0 | -2 | -8 | -4 | 1.1 | 4 | -14 | 6
N#Cc1nc(-c2cccs2)oc1NCc1ccco1 | 3 | -6 | -7 | -6 | -13 | 1.1 | 1 | 10 | -397[fluorescence artefact?]
COc1ccc(-c2noc(CCC(=O)Nc3cc(OC)ccc3OC)n2)cc1 | . | -5 | -3 | -16 | 23 | 1 | -16 | 3 | 8
COC(=O)c1cc(Br)ccc1OC(=O)c1cccnc1 | -6 | -13 | 1 | -1 | 12 | 0.97 | 7 | 1 | 11
COc1ccc(Oc2coc3cc(OC(=O)N4CCOCC4)ccc3c2=O)cc1 | -3 | 10 | 1 | -15 | 4 | 1.1 | 7 | 2 | -3
CCOc1ccc(N2C(=O)CC(N3CCN(C4CCc5ccccc5C4)CC3)C2=O)cc1 (stereo not given) | -5 | 16 | -5 | -6 | 13 | 1 | 15 | 4 | -1
CC1CN(C(=O)CSc2nnc(-c3ccc(Cl)cc3)n2C)CC(C)O1 (stereo not given) | -6 | 26 | -2 | 2 | -6 | 0.98 | 5 | -3 | -3
CNC(=O)Nc1ccccc1C(=O)NCc1ccccc1 | 0 | 1 | -2 | -2 | 5 | 1 | -3 | 1 | 2
c1ccc(-c2nn3c(C4CCCCC4)nnc3s2)nc1 | -2 | -13 | -3 | -3 | -4 | 1.1 | -1 | -15 | 3
O=P1(Nn2cnnc2)C=C(c2ccccc2)OC(c2ccccc2)=C1 | 3 | 19 | -2 | -25 | -10 | 1 | -3 | 8 | -1
Clc1ccccc1Cn1nnc2c(NCC3CC3)ncnc21 | 3 | 0 | -1 | -22 | 13 | 1 | -4 | 3 | 3
CCOC(=O)n1c(SCC(=O)N(CC)CC)nc2ccccc21 | -1 | -2 | -1 | 0 | 12 | 0.98 | 7 | 5 | -2
Fc1cc(Br)ccc1Nc1nc2ccccc2n2nnnc12 | 2 | 8 | 0 | -5 | 14 | 1.1 | 8 | -2 | -13

Of the compounds above, these have a furan ring, fused or not.
SMILES | JNK3 inh | MKP-1 inh | Hsp90 inh | Cdc25B inh | AP complement | Abs 340nm | FXIa inh mix | FXIIa mix inh | MMP-13 inhibitor
O=S(=O)(NCc1ccccc1)c1ccc(S(=O)(=O)N(Cc2ccccn2)Cc2ccco2)cc1 | 10 | 3 | 2 | 19 | 9 | 1 | 7 | 2 | 2
N#Cc1nc(-c2cccs2)oc1NCc1ccco1 | 3 | -6 | -7 | -6 | -13 | 1.1 | 1 | 10 | -397[fluorescence artefact?]

Structural class: the entries above with an NH in an aromatic ring.
SMILES | JNK3 inh | MKP-1 inh | Hsp90 inh | Cdc25B inh | AP complement | Abs 340nm | FXIa inh mix | FXIIa mix inh | MMP-13 inhibitor
COc1cc2[nH]c(=O)n(CCC(=O)NC3CCN(Cc4ccccc4)CC3)c(=O)c2cc1OC | . | . | . | . | 15 | 1.1 | 10 | 0 | -1
COc1cccc(Oc2cn[nH]c2-c2ccc(OC)cc2O)c1 | 5 | 26 | -2 | -4 | 10 | 1 | 5 | 14 | -2
Nc1nc(SCCOc2ccccc2)n[nH]1 | 2 | 8 | -2 | -2 | -4 | 0.98 | -3 | 10 | -3
COc1ccc(N2CCN(C(=O)CSc3ncccc3-c3nc4ccccc4[nH]3)CC2)cc1 | 1 | 7 | -22 | -5 | 19 | 1 | 3 | 1 | -17
CCOC(=O)c1c(C)[nH]c(C)c1C(=O)Cn1nnc(-c2ccccc2C)n1 | 3 | 22 | -6 | 6 | 4 | 1 | 6 | 11 | -10
COC(=O)Cc1[nH]nc2c1C1(CCSCC1)C(C#N)=C(N)O2 | -5 | 1 | -2 | -6 | 11 | 1 | 8 | 6 | 4
